High-throughput results deposited in PubChem by National Center for Advancing Translational Sciences (NCATS).
TRHR agonist: TRH receptor (human) agonism | P34981 | TRHR cells, calcium flux fluo-8, FDSS agonist mode | activation, % at 2 µM | actives 0.18% (n = 360,000) | AID 493084; in the data active means activation above about 30%; further: 0% is about no effect
Target sequence (P34981 whole entry, looked up): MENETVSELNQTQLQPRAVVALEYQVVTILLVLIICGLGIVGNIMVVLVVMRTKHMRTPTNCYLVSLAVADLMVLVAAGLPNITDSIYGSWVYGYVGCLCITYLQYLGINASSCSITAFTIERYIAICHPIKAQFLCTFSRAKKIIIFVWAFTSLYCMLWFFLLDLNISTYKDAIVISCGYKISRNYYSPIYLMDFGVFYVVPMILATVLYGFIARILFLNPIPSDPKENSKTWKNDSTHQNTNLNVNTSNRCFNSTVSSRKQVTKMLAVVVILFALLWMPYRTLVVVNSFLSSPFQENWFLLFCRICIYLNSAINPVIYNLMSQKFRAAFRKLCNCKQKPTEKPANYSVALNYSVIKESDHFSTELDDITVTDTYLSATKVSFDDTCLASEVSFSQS
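Agonist-mode FDSS calcium read (Ex 480/Em 530, 1 s cycles) in 1536-well TRHR cells with fluo-8 dye, after 10-cycle baseline and 23 nL compound addition; TRH at EC20 (10 nM final) added afterwards for the enhancer phase.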
D2 agonist: agonists of human D2 dopamine receptor | activation, % at 2 µM | P14416 | actives 0.53% (n = 340,000) | HEK293 T-REx D2 cells, calcium flux agonist mode;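 active means activation over 3 SD above normal in the single-dose calcium agonist read, cut at about 30% in these data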; further: 0% is about no effect
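Tetracycline-induced HEK293 Trex cells with D2 receptor force-coupled to calcium signaling, plated overnight at 30 C and loaded with no-wash calcium dye. Calcium flux read kinetically for 180 s after compound addition; responses flag agonists.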
USP1 inh: inhibitors of human USP1/UAF1 deubiquitinase. recombinant USP1/UAF1, Ub-Rhodamine cleavage fluorescence. Potency, µM (series often up to 57.1 µM), without a hit: at the top dose activity change, negative = inhibition, most hits filed as inhibitors. actives 0.23% (n = 390,000). AID 743255. O94782; further: potency means the concentration at half of the fitted maximal effect; on the % scale 0 is the no-effect control and ±100 the full control effect; nearly all actives have a fitted effect of over 60% in size; inactives centre near -12
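USP1/UAF1 complex (1 nM) preincubated 15 min at room temperature with compound, then Ub-Rho substrate (150 nM final) added. Kinetic fluorescence at 480/540 nm over 6 reads at 60 s intervals; 50 mM HEPES pH 7.8, 0.5 mM EDTA, 0.1 mg/ml BSA, 1 mM TCEP, 0.01% Tween-20.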
TrxR1 substrate: substrates of rat thioredoxin reductase 1. purified TrxR1 substrate turnover, NADPH consumption readout. Potency, µM (top dose mostly 114 µM), for inactives: top-dose activity change, negative = substrate turnover. actives 0.01% (n = 390,000). AID 588456; further: potency means the concentration at half of the fitted maximal effect; on the % scale 0 is the no-effect control and ±100 the full control effect; nearly all actives have a fitted effect of over 50% in size
Target sequence (O89049 whole entry, looked up): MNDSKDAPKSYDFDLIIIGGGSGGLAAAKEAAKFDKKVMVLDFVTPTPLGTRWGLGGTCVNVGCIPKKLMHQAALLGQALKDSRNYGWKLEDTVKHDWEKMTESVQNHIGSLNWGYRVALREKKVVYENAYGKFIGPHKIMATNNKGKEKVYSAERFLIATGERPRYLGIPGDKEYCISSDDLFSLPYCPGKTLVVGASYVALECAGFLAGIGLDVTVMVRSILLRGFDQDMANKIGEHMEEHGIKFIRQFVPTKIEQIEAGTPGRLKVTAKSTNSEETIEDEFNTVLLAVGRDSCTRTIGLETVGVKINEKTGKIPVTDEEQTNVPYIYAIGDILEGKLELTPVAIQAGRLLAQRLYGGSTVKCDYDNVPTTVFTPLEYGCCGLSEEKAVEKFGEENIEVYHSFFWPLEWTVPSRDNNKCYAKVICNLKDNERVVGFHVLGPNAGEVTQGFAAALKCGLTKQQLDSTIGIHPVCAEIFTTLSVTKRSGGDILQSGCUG
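Rat TrxR1, dispensed at 90 nM, was prereduced with 400 uM NADPH (final) for 5 min at ~22 deg C, then incubated with compound 15 min before 400 uM selenite. A first-read NADPH fluorescence drop versus no-compound background flagged substrates.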
D2 antagonist: antagonizes the human D2 dopamine receptor; HEK293 TREx D2 cells, calcium flux, dopamine EC80; inhibition, % at 10 µM; actives 2% (n = 340,000); AID 485344; in the data active means inhibition above about 30%; further: 0% is about no effect
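Calcium mobilization kinetics were recorded at 1 s intervals in tetracycline-induced HEK293 T-REx D2 cells, first for 180 s after compound addition and then 180 s after EC80 dopamine.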
TRHR PAM: allosteric enhancers of human TRH receptor; enhancement, % at 2 µM; actives 0.66% (n = 360,000); TRHR cells, fluo-8 calcium fluorescence, EC20 TRH enhancement; P34981; in the data active means enhancement above about 30%; further: 0% is about no effect
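TRHR-expressing cells loaded with fluo-8 calcium dye were read kinetically (ex 480/em 530) during compound addition, then stimulated with an EC20 of TRH (10 nM final). Enhancement of the Gq-mediated intracellular calcium response was scored.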
Pin1 inh: inhibitors of human Pin1; Pin1 FP peptide displacement, HiFluor488, 10 min; Potency, µM (titrated, usually from 115 µM), for the others: top-dose activity, negative = inhibition, actives largely listed as inhibitors; actives 0.009% (n = 390,000); AID 504891; active means well fitted inhibition curve with a large enough effect in the polarisation, with a control signal flat, not every such curve was filed as active; inconclusive means small, poorly fitted or top-dose-only effect, or effect the other way, or a change in a side signal; inactive means no such curve, though single readings can be large or run the other way; the % refers to the polarisation; further: potency means the concentration at half of the fitted maximal effect; on the % scale 0 is the no-effect control and ±100 the full control effect
Target sequence (Q13526 whole entry, looked up): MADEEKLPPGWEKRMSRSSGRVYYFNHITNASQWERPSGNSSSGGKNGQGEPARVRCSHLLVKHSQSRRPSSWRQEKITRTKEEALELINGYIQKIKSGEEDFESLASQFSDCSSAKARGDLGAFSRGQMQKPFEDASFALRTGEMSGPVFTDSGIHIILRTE
mIDH1 inhibitor: human IDH1 R132H inhibition. O75874. IDH1-R132H enzyme, NADPH consumption, diaphorase/resazurin fluorescence. Potency, µM (titrated, usually from 76.6 µM), inactives show top-dose activity change, negative = inhibition, most hits filed as inhibitors. actives 0.093% (n = 390,000). AID 602179; further: potency means the concentration at half of the fitted maximal effect; on the % scale 0 is the no-effect control and ±100 the full control effect; nearly all actives have a fitted effect of over 65% in size
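IDH1-R132H (0.5 ug/mL dispensed) in pH 7.5 Tris buffer was preincubated 30 min with compound, then given a substrate mix of 0.016 mM NADPH and 2 mM alpha-KG for 80 min at room temperature; remaining NADPH was read by diaphorase/resazurin fluorescence.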
TrxR1 inh: rat TrxR1 inhibition; Potency, µM (doses to about 114 µM), for inactives: at the highest dose activity change, negative = inhibition, hits mostly inhibitors; recombinant rTrxR1, NADPH fluorescence consumption, selenite substrate; actives 1% (n = 390,000); further: potency means the concentration at half of the fitted maximal effect; on the % scale 0 is the no-effect control and ±100 the full control effect; nearly all actives have a fitted effect of over 65% in size
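Rat TrxR1 (90 nM in the dispensed reagent) was pre-reduced with 400 uM NADPH for 5 min at room temperature, then incubated with compound for 15 min. After 400 uM selenite was added, NADPH fluorescence (Ex 340/Em 450 nm) was followed for 8 min.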
The depositor's hits bear a star; ? = inconclusive; / = not tested or not shown; & = joins results of further samples; [ ] = another dose, or the depositor's remark. Unless noted, the call rests on the fitted dose curve; in most records, active means well fitted inhibition curve with a large enough effect; inconclusive means small, poorly fitted or top-dose-only effect; inactive means no such curve, though single readings can be large or run the other way.

mol,TRHR agonist,D2 agonist,USP1 inh,TrxR1 substrate,D2 antagonist,TRHR PAM,Pin1 inh,mIDH1 inhibitor,TrxR1 inh
COCCSc1nnc(NS(=O)(=O)Cc2ccccc2)s1,0.3,0.1,-22.2%,8.7%,-2.2,-2.5,1.4%,-3.5%,23.2%
O=C(CCc1ccc(S(=O)(=O)NCc2ccccc2)cc1)NCC1CCCO1 (stereo not drawn),-0.3,0.9,3.8%,-13.9%,10.2,-1.4,-5.6%,3.5%,-12.1%
COc1ccc(-c2csc3nc(-c4ccccc4F)oc(=O)c23)cc1OC,-0.4,0.6,?,10.3%,11.8,3.5,?,3.7%,7.4%
CC(C)(C)C(=O)CSc1nc(N)cc(=O)[nH]1,0.6,1.7,-20.3%,3.2%,-15.9,-0.9,-3.0%,0.2%,20.5%
CCCCCC(=O)Nc1cc2[nH]c(=O)cc(COC)c2cc1C,-0.1,0.9,-10.5%,11.5%,3.4,7.7,8.0%,14.6%,7.5%
CCCCOc1ccc(C(=O)N/C(=C\c2ccc(OC)cc2)C(=O)OCc2ccco2)cc1,0.7,0.6,-18.1%,12.0%[57.1 µM],1.3,2.6,0.9%,0.2%,21.4%[57.1 µM]
Cc1ccccc1CSc1nnc(CCCCCNC(=O)OC(C)(C)C)o1,-0.1,0.0,-20.8%,-4.8%[57.1 µM],2.5,1.2,5.0%,11.9%,8.2%[57.1 µM]
NC(=S)Nc1ccc2cn[nH]c2c1,0.5,-0.4,-6.5%,-2.8%,6.5,-8.5,-9.1%,-11.1%,-8.8%

An excerpt from above in order of the TrxR1 substrate value, largest number first.
smiles	TRHR agonist	USP1 inh	TrxR1 substrate	D2 antagonist	TRHR PAM	Pin1 inh	mIDH1 inhibitor	TrxR1 inh
CCCCCC(=O)Nc1cc2[nH]c(=O)cc(COC)c2cc1C	-0.1	-10.5%	11.5%	3.4	7.7	8.0%	14.6%	7.5%
NC(=S)Nc1ccc2cn[nH]c2c1	0.5	-6.5%	-2.8%	6.5	-8.5	-9.1%	-11.1%	-8.8%
O=C(CCc1ccc(S(=O)(=O)NCc2ccccc2)cc1)NCC1CCCO1 (stereo not drawn)	-0.3	3.8%	-13.9%	10.2	-1.4	-5.6%	3.5%	-12.1%

Continued:
mol,TRHR agonist,D2 agonist,USP1 inh,TrxR1 substrate,D2 antagonist,TRHR PAM,Pin1 inh,mIDH1 inhibitor,TrxR1 inh
COc1cccc(NC(=O)c2ccc3c(c2)CCN3S(C)(=O)=O)c1,-1.1&-0.7,-0.8,-14.5%&-3.6%,-4.2%&-2.8%,-5.2,2.9&2.7,0.9%&5.3%,9.2%&24.0%,16.9%&14.5%
COCOc1ccc(-c2oc3c(C/C=C(\C)CCC=C(C)C)ccc(O)c3c(=O)c2OCOC)c(OCOC)c1,/,/,-10.2%,4.6%,/,/,-5.8%,-2.0%,9.2%
COc1ccc(Cn2nnc(C(=O)Nc3ccc(F)cc3)c2N)cc1,3.4,5.9,-1.8%,-5.6%,-14.3,-3.5,0.0%,1.8%,-6.6%
Cc1ccccc1C(=O)N1CCN(c2ccccn2)CC1,-0.6,0.0,-13.5%,16.2%,3.9,5.3,0.4%,-2.5%,10.7%
COc1cc2c(C#CCO)c(-c3ccc(C#N)cc3)oc(=O)c2cc1OC,/,/,-31.7%,10.6%[57.1 µM],/,/,70.0%[activator],17.9%,-42.3%
O=C(NN=C1CCCCCCC1)C(=O)NC1CCCCC1,-0.6,0.5,-4.4%,-6.3%,10.1,-3.9,-0.1%,8.4%,0.6%
COC(=O)C(N)Cc1ccc(O)c(O)c1 (stereo not drawn),1.8,41.3*,-0.3%,-2.8%,-3.7,2.6,?,-4.7%,-21.8%
CCOc1ccc2c(c1)-c1c(ssc1=S)C(C)(C)N2C(=O)CSC1=NCCS1,-0.1,-1.6,-4.0%,-11.1%,-6.0,-3.7,-1.7%,2.4%,-9.6%

(list continues)
mol,TRHR agonist,D2 agonist,USP1 inh,TrxR1 substrate,D2 antagonist,TRHR PAM,Pin1 inh,mIDH1 inhibitor,TrxR1 inh
c1ccc(-c2nc(-c3ccncc3)n[nH]2)nc1,-1.6,0.1,-17.5%,4.7%[57.1 µM],-10.6,-8.9,-2.2%,2.2%,5.2%[57.1 µM]
COc1ccc(OC)c(N(C(=O)c2ccco2)C(C(=O)NC2CCCC2)c2cc(OC)c(OC)c(OC)c2)c1 (stereo not drawn),2.1,1.0,-24.0%,6.6%,36.2*,13.4,-7.2%,4.4%,24.9%
CCN(CC(=O)NC1CCS(=O)(=O)C1)C(=O)c1ccc(OC)c([N+](=O)[O-])c1 (stereo not drawn),0.2,/,-24.2%,3.4%,/,0.4,0.3%,23.2%,12.8%
c1ccc(-c2cc3nccc(-c4ccccn4)n3n2)cc1,-0.1,-1.5,-21.9%,-6.8%,6.9,0.5,-2.9%,1.0%,-1.3%
O=C(COc1ccc(S(=O)(=O)Nc2ccc(Cl)cc2)cc1)N1CCOCC1,2.2,0.3,-14.6%,-9.6%,16.7,2.3,3.4%,9.8%,-6.7%
Cc1ccccc1-n1nc(CO)c(C(=O)NCc2cccnc2)n1,0.0,-0.5,-11.7%,2.7%,/,-0.9,-12.8%,0.9%,13.5%
CS(=O)(=O)c1ccc(C(=O)OCC(=O)c2ccc(Cl)s2)cc1,-0.3,0.0,-13.2%,-6.3%,12.9,0.2,0.9%,3.2%,-1.7%
O=C(CN1C(=O)C(=O)N(C2CCCC2)C1=O)Nc1cc(Cl)ccc1[N+](=O)[O-],/,/,2.8%,-9.4%,/,/,-5.4%,6.1%,-0.7%

Additional entries:
mol,TRHR agonist,D2 agonist,USP1 inh,TrxR1 substrate,D2 antagonist,TRHR PAM,Pin1 inh,mIDH1 inhibitor,TrxR1 inh
CCOC(=O)C1=C(C)N(C)C(C)=C(C(=O)OCC)C1c1ccccc1,1.9,0.0,-16.4%,43.9%[activator],1.0,-4.2,?,2.6%,-38.4%[57.1 µM]
O=C(CN1CCCC1)NC1C2CC3CC(C2)CC1C3 (stereo not drawn),0.4,0.2,-15.4%,5.5%,-2.2,0.4,-3.0%,11.8%,14.4%
CC(=O)Nc1sc(C)c(C)c1C(=O)OCC(=O)NCc1ccc(F)cc1,0.0,0.0,-9.3%,1.9%,5.7,0.4,-2.7%,-2.6%,32.7%
O=C(CSc1cccc[n+]1[O-])c1ccc(Cl)cc1,0.1,1.6,-29.0%,-0.2%,11.7,-7.6,-5.8%,-9.5%,-1.3%
Cc1ccc(-c2nnc(N3CCN(C(=O)c4cccs4)CC3)c3ccccc23)cc1,-1.6,0.8,-18.7%,-1.3%,-8.8,7.2,-1.6%,6.0%,27.2%
CC(=O)Nc1cccc(OCCCNC(=O)c2ccc(F)cc2)c1,0.8,-2.1,-23.6%,9.1%,-0.4,2.3,4.0%,5.7%,29.3%
CCn1cc(C2N3CC4(CC)CN2CC(CC)(C3)C4=O)c2ccccc21 (stereo not drawn),0.2,1.2,-21.8%,-4.1%,/,3.1,-23.7%,16.9%,10.4%
NC(=O)C1(N2CCCCC2)CCN(S(=O)(=O)c2ccccc2)CC1,/,/,-23.3%,-5.4%,/,/,-5.4%,-0.1%,-10.4%

Later entries
mol,TRHR agonist,D2 agonist,USP1 inh,TrxR1 substrate,D2 antagonist,TRHR PAM,Pin1 inh,mIDH1 inhibitor,TrxR1 inh
COc1ccc(N2CC(C(=O)Nc3ccncc3)CC2=O)cc1 (stereo not drawn),0.8,1.2,-24.2%,4.4%,-8.6,-4.4,2.6%,-8.0%,14.2%
CCN1CCN(C(=O)c2cc3c(=O)n(C)c4ccccc4c3n2C)CC1,0.2,/,-8.5%,11.9%[57.1 µM],/,-6.9,0.3%,5.3%,?
CC(C)c1nn2c(=O)cc(COC(=O)c3ccccc3NC(=O)c3cccs3)nc2s1,0.3,/,-20.7%,4.6%[57.1 µM],/,0.2,-1.4%,-11.7%,9.5%[57.1 µM]
COc1cc(C)c(Cl)cc1S(=O)(=O)NCC1CCCO1 (stereo not drawn),0.3,-0.1,-22.1%,7.3%[57.1 µM],-0.2,-3.8,11.1%,0.7%,13.1%[57.1 µM]
Cc1c(C(=O)Cc2ccccc2)n(C)c2ccccc12,1.2,0.2,-9.7%,-13.4%,3.5,-4.7,7.2%,10.3%,5.5%[57.1 µM]
COc1ccc(NS(=O)(=O)c2ccc3c(c2)CCO3)cc1,0.4,-2.1,-6.8%,2.2%,-14.5,1.0,6.4%,-10.2%,9.6%
COc1ccc(OC)c(C(=O)c2ccc(C(=O)O)cc2)c1,-0.1,0.4,-10.1%,-16.3%,6.4,11.5,-4.0%,-1.1%,-13.2%
COc1ccccc1N1C(=O)C2CC(C)=C(C)CC2C1=O (stereo not drawn),-0.3,-0.1,6.6%,5.8%,14.5,5.1,6.9%,-3.1%,29.9%
COC(=O)c1ccc(NC(=O)CN2CCN(c3ccc(Cl)cc3)CC2)cc1,-1.0&0.2,0.7&1.9,-10.8%&-25.6%,7.4%&-0.3%[57.1 µM],-1.8,0.6&11.3,-14.2%&0.1%,-0.1%&-7.6%,28.4%&8.8%[57.1 µM]
O=C(/C=C/c1ccc(F)cc1)NCCNC(=O)/C=C/c1ccc(F)cc1,-0.8,-0.7,-14.5%,8.4%,-21.5,2.0,4.0%,3.5%,23.8%[57.1 µM]

These rows are one share of the data; rates above refer to the full screens.
